Screening data deposited in PubChem by National Center for Advancing Translational Sciences (NCATS).
A-T KAP1 phos – qHTS Assay for Identifying a Potential Treatment of Ataxia-Telangiectasia; 0.19% of 320,000 active; AID 485349, 2010; Potency, µM (series often up to 57.5 µM), inactives show at the highest dose activation, usual class: activators; […] A-T fibroblasts, KAP-1 phosphorylation AlphaLISA; neocarzinostatin DNA damage 30 min before lysis; note: potency is the fitted concentration of half-maximal effect; % of control where 0% means no effect; nearly all actives have a fitted effect of over 45% in size
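hTERT-immortalized A-T patient fibroblasts ([…]), 500 cells/well in OPTI-MEM, 1% FBS, got compounds for 60 min, then NCS for 30 min at 37C. Lysates were then assayed for phospho-KAP-1 by AlphaLISA (anti-pKAP1 donor, anti-KAP1 acceptor beads), 6 hr at 25C.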
TSHR antag – Antagonists of the Thyroid Stimulating Hormone Receptor: HTS campaign. Thyrotropin receptor (Homo sapiens), P16473. TSHR-expressing cells, TSH-stimulated cAMP HTRF, 2 h; active compounds read low. activity change, negative = inhibition, % at 11.5 µM. 0.2% of 330,000 active;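 active = activity change below a set negative limit, meaning inhibition stronger than a set level, cut at about -70% in these data; inconclusive = activity change between two set negative limits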; note: % is set by controls: 0 for no effect and ±100 for the full control effect
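Cell-based HTRF cAMP assay; TSHR cells + compound, TSH EC80 (4nM final), 2 h, 37 deg C. Lysis with anti-cAMP cryptate and cAMP-d2, 30 min RT, read 665/620 nm.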
TCR act – Activators of T cell receptors: qHTS campaign; primary human leukocytes, anti-CD3, IL-2 HTRF, 48 h; Potency, µM (highest dose often 9.22 µM), without a hit: at the top dose activation of IL-2 secretion, most hits filed as activators; 330,000 tested, under 10 active; AID 504894, 2011; note: % of control where 0% means no effect
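IL-2 release read by HTRF sandwich (Eu cryptate donor, d2 acceptor, 665 nm emission) after 48 hr exposure of primary human leukocytes to compound together with anti-CD3 beads in the absence of co-stimulatory signals.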
Eya2 inh – qHTS Assay for Inhibitors of the Phosphatase Activity of Eya2 | Protein phosphatase EYA2 (Homo sapiens), O00167 | recombinant Eya2, OMFP fluorescence dephosphorylation (OMFP is methylfluorescein phosphate) | Potency, µM (highest dose often 76.9 µM), for inactives: at the top dose activity, negative = inhibition, hits mostly inhibitors | 0.006% of 330,000 active | AID 488837, 2010; note: potency is the fitted concentration of half-maximal effect; % is set by controls: 0 for no effect and ±100 for the full control effect
Target sequence (O00167 whole entry, looked up): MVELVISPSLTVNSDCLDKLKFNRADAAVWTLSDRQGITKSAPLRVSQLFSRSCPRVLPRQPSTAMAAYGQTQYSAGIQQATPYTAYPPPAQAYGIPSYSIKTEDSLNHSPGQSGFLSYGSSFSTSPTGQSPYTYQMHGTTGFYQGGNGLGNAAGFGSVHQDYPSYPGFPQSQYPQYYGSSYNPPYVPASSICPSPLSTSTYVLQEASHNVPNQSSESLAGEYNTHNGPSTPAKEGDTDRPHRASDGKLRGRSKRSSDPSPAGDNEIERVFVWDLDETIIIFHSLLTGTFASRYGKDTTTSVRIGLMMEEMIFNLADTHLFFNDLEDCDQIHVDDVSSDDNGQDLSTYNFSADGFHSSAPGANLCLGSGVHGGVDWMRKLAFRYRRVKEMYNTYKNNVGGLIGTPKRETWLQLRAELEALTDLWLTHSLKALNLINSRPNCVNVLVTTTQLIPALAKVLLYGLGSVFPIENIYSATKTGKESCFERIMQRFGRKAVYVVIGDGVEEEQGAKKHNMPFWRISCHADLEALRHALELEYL
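Eya2 (0.2 uM) preincubated 10 min at ambient with compound, then OMFP substrate added at 50 uM; 10 min reaction in 50 mM HEPES pH 7.5, 50 mM NaCl, 5 uM MgCl2, 0.05% BSA, 1 mM DTT. Fluorescence read at Ex 485/Em 525 nm.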
Mito fusion yeast – qHTS Assay for Small Molecule Inhibitors of Mitochondrial Division or Activators of Mitochondrial Fusion | S. cerevisiae fusion-defective mutant growth rescue, CellTiterGlo 48 h | Potency, µM (series often up to 46.1 µM), for the others: at the highest dose growth rescue (activation), actives largely listed as activators | 0.23% of 320,000 active | AID 485298, 2010;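 note: potency is the fitted concentration of half-maximal effect; % of control where 0% means no effect; nearly all actives have a fitted effect of over 45% in size; temperature-sensitive fusion mutants such as fzo1-1 at 37 °C on non-fermentable ethanol glycerol medium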
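Temperature-sensitive fusion-defective S. cerevisiae (e.g. fzo1-1, mgm1-5) were grown with compound in YPEG medium (3% ethanol, 3% glycerol) for 48 hours at 37C. Growth rescue was measured as viability by CellTiterGlo luminescence after 10 minutes at ambient.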
Integrin act MD – qHTS for Activators of Integrin-Mediated Alleviation for Muscular Dystrophy | 0.064% of 350,000 active | Potency, µM (doses to about 38.3 µM), for inactives: top-dose activation, most hits filed as activators | alpha7betagal myoblasts, beta-gal FDG fluorescence, 48 h;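 note: potency is the fitted concentration of half-maximal effect; 100% = response of the positive control SU9516; nearly all actives have a fitted effect of over 60% in size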
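alpha7betagal+/- myoblasts (passage 13, 250/well) treated 48 h at 37C with compounds at 1:260 dilution of DMSO stock. Lysed, then beta-galactosidase activity read as FDG fluorescence (ex 480/em 540) after 30 min, with pre-read for autofluorescence.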
ELG1 DNA repair – qHTS screen for small molecules that inhibit ELG1-dependent DNA repair in human embryonic kidney (HEK293T) cells expressing luciferase-tagged ELG1; 2.3% of 330,000 active; Potency, µM (series often up to 46.1 µM), without a hit: at the top dose activity change, negative = inhibition, actives largely listed as inhibitors; AID 504467, 2011; HEK293T ELG1-luciferase reporter, luminescence, 16 h; DNA damage induced by 5-fluorouridine; note: potency is the fitted concentration of half-maximal effect; % is set by controls: 0 for no effect and ±100 for the full control effect; nearly all actives have a fitted effect of over 55% in size
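Cells (2,000 per well) received 5-fluorouridine plus test compound or DMSO and were incubated 16 hr at 37 °C, 5% CO2. Luciferase activity was read by luminescence 30 min after ONE-Glo addition; signal suppression marked inhibition of damage-induced ELG1 function.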
ASM inhibitor – Inhibitors of Secretory Acid Sphingomyelinase (S-ASM): qHTS; Sphingomyelin phosphodiesterase (Homo sapiens), P17405; placental ASM, HMU-PC fluorogenic substrate, 60 min; Potency, µM (series often up to 57.5 µM), inactives show at the highest dose activity change, negative = inhibition, hits mostly inhibitors; 0.006% of 340,000 active; AID 504937, 2011; note: potency is the fitted concentration of half-maximal effect
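Steps: dispense placental human ASM, pin compound, wait 10 min at room temperature, add HMU-PC0 substrate at 9 uM final, incubate 60 min at 37 °C, add stop solution raising pH to 10, read fluorescence.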
TSG101-PTAP inh – qHTS Assay for Iinhibitors of HIV-1 Budding by Blocking the Interaction of PTAP/TSG101; 340,000 tested, under 10 active; Potency, µM (series often up to 115 µM), for the others: top-dose activity change, negative = inhibition, hits mostly inhibitors; Fluorescence polarization, FITC-PTAP peptide / Tsg101 binding; active = well fitted inhibition curve with a large enough effect in the main read-out, with a control signal flat, not every such curve was filed as active; inconclusive = small, poorly fitted or top-dose-only effect, or effect the other way, or a change in a side signal; inactive = no such curve, though single readings can be large or run the other way; note: potency is the fitted concentration of half-maximal effect; % of control where 0% means no effect
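Fluorescence anisotropy tracks displacement of a FITC-tagged PTAP peptide (50 nM) from the Tsg101 binding domain (10 uM), following a 20 min room-temperature incubation at pH 7.5.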
Tb PFK block – qHTS Assay to Find Inhibitors of T. brucei phosphofructokinase; T. brucei PFK, ADP-Glo luminescence; Potency, µM (series often up to 57.5 µM), for the others: at the highest dose activity, negative = inhibition, hits mostly inhibitors; 0.17% of 330,000 active; AID 485367, 2010;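 note: potency is the fitted concentration of half-maximal effect; 0% = uninhibited 1x PFK enzyme wells and -100% = no-enzyme wells; nearly all actives have a fitted effect of over 60% in size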
Target sequence (O15648 whole entry, looked up): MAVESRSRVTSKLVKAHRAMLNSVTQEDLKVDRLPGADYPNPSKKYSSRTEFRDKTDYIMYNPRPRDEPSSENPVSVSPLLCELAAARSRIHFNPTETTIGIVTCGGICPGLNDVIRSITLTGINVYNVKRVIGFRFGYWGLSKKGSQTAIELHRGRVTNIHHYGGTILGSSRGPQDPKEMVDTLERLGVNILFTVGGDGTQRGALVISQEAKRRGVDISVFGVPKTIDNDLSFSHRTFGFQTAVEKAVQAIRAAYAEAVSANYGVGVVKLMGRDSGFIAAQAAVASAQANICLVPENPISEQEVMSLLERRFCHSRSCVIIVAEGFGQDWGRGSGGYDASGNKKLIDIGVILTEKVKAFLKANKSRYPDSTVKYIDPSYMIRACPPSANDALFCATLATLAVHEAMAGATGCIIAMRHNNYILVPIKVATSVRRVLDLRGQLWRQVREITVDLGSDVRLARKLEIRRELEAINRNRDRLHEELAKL
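PFK 1.25 nM, F6P 0.5 mM, ATP 0.1 mM, 0.1 M TEA pH 8.0, 5 mM MgCl2, 0.01% Tween20, 0.1% BSA; 45 min RT. ADP-Glo readout. qHTS titration up to 57 uM; curves fitted, compounds curve-classed.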
BCR signal inh – qHTS Assay to Find Inhibitors of Chronic Active B-Cell Receptor Signaling | Potency, µM (highest dose often 46.1 µM), inactives show at the top dose ratio change, negative = lower green/red ratio, most hits filed as inhibitors | ABC-DLBCL IkBa-CBG/CBR reporter, luminescence ratio, 4 h | 0.05% of 340,000 active; active = well fitted inhibition curve with a large enough effect in the signal ratio, with a control signal flat, not every such curve was filed as active; inconclusive = small, poorly fitted or top-dose-only effect, or effect the other way, or a change in a side signal; the % refers to the signal ratio;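 note: potency is the fitted concentration of half-maximal effect; plate controls were basal doxycycline-induced cells for no effect and cells given 10 µM MG132 for full effect; MG132 reads +100%, hits lower the ratio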
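TMD8 human ABC-DLBCL cells with doxycycline-inducible IκBα–green luciferase fusion and unfused red luciferase, in 0.5% FBS medium; compounds up to 46 uM, 4 h at 37C. Green/red luminescence ratio, filter-overlap corrected, fitted to concentration-response curves.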
* = called active by the depositor; ? = inconclusive; . = no result given; [ ] = another dose, or the depositor's remark. Unless noted, calls come from the whole dose curve; as a rule, active = well fitted curve in the direction sought with a large enough effect; inconclusive = small, poorly fitted or top-dose-only effect, or another doubt; inactive = no such curve, though single readings can be large; an effect the other way counts as inactive or inconclusive.

SMILES	A-T KAP1 phos	TSHR antag	TCR act	Eya2 inh	Mito fusion yeast	Integrin act MD	ELG1 DNA repair	ASM inhibitor	TSG101-PTAP inh	Tb PFK block	BCR signal inh
CC(c1ccon1)N(C)C(=O)CCc1nnc(CCCCc2ccccc2)o1 (stereo not drawn)	8%	-1	-6%	-3%	0%	0%	9%	-1%	-3%	0%	1%
CC1CCC2(CC1)NC(=O)N(CC(=O)c1ccc[nH]1)C2=O (stereo not drawn)	1%	-5	-2%	-20%	2%	-26%	-2%	3%	-5%	5%	?
COC(=O)c1ccc(N=NNc2ccc(C(=O)OC)cc2)cc1	.	8	6%[46.1 µM]	9%	2%	-1%	?	-6%	0%	3%	-9%
COc1ccc(/C=C/C(=O)NC(=S)NNC(=O)c2cc(OC)c(OC)c(OC)c2)cc1OC	-4%	-16	-14%	3%	-5%	-18%	?	-7%	2%	0%	-18%
O=[N+]([O-])c1ccc(NC(=S)N2CCOCC2)cc1	3%	0	-2%[46.1 µM]	-3%	0%	-8%	-2%	0%	-1%	-3%	?
COc1ccc(Cl)cc1N(CC(=O)Nc1ccccc1C(=O)N1CCOCC1)S(C)(=O)=O	0%	15	-2%	-2%	-1%	7%	1%	2%	-6%	1%	0%
COc1ccc(S(=O)(=O)NCC(=O)N(CC(=O)NC(C)(C)C)Cc2cccs2)cc1	1%	12	1%	-4%	3%	0%	6%	-2%	-1%	-5%	-7%
CC1=NN(C(=O)c2ccc(C)o2)C(O)(c2ccccc2)C1 (stereo not drawn)	-5%	-7	-2%[46.1 µM]	-7%	2%	-12%	29%	-1%	-1%	-3%	?
COc1ccc(-c2nc3c(Br)c(N)c(Br)cc3o2)cc1	-2%	16	-2%	11%	-3%	9%	5%	1%	2%	0%	?
O=C(c1ccc(F)cc1)C1CCN(C(=O)c2c(F)cccc2F)CC1	1%	-11	-1%	-2%	2%	13%	2%	3%	-4%	-4%	2%
O=C(C1CCOCC1)N1CCCC(N2CCN(c3cccc(C(F)(F)F)c3)CC2)C1 (stereo not drawn)	6%	1	-10%	-5%	-1%	9%	17%	1%	-7%	-6%	1%
O=C(Nc1ccc(F)cc1)C1CCCN1S(=O)(=O)c1cccc2nsnc12 (stereo not drawn)	6%	7	-6%	4%	-1%	-6%	16%	0%	1%	1%	?
Cc1ccc(C(=O)OCC(=O)Nc2cc(S(=O)(=O)N3CCOCC3)ccc2C)cc1	14%	1	3%	7%	7%	0%	-12%	-3%	0%	0%	-2%
CCCSc1ccc([C@@H]2[C@@H]3C(=O)N(C)C(=O)[C@@H]3[C@]3(C(=O)OC)CCCCN23)cc1OC	5%	-3	-6%	-2%	19%	-12%	-1%	-3%	2%	-2%	0%
O=C(O)Cn1cnc2c(=S)nc[nH]c21	-3%	5	10%	25%	-1%	3%	2%	0%	0%	2%	-4%
COc1cccc(-c2cc(C(=O)NCCCN3CCOCC3)no2)c1	3%	-6	0%	-3%	-5%	13%	19%	1%	0%	1%	-1%
C=CCC(CC=C)(NC(=O)c1cccc(C)c1)c1ccccc1	-7%	19	-3%[46.1 µM]	-13%	10%	40%	15%	3%	0%	0%	6%
COc1ccc(-c2ccc(CCC(=O)O)n2-c2ccccc2OC)cc1	-8%	34	2%	-8%	3%	0%	-2%	26%	1%	7%	?
COc1ccc(-c2cc(-c3cc(C)ccc3O)[nH]n2)cc1	3%	-7	4%	-10%	12%	-24%	?	-13%	-4%	-5%	?
CCn1ncc([C@@H]2C[C@H]3CN(Cc4cccc(Cl)c4)C(=O)[C@]34CCCN24)c1C	3%	-16	3%	-8%	-3%	18%	-3%	-2%	0%	-2%	-12%
O=C(NC1CCCCC1)C(c1ccco1)N(C(=O)c1csnn1)c1ccccc1 (stereo not drawn)	0%	-4	-2%	-12%	-3%	7%	-5%	1%	-3%	-1%	-11%
CC1(C)Cc2c(cnn2-c2ccc(F)cc2)C(NC(=O)c2ccco2)C1 (stereo not drawn)	-2%	11	2%	6%	-1%	-30%	10%	4%	0%	-3%	0%
O=C(COc1ccc(NS(=O)(=O)c2ccc(F)cc2)cc1)N1CCOCC1	-2%	3	3%	-7%	4%	2%	16%	6%	-2%	-13%	5%
Cc1nc2nc(C)n(-c3ccccc3)c2s1	7%	2	-2%	12%	-1%	-2%	18%	-4%	-1%	1%	0%
CC(=O)N1CCC2(CC1)C(C#N)=C(N)Oc1n[nH]c(C)c12	0%	0	2%	-1%	6%	13%	-8%	5%	-8%	6%	3%
O=C(COC(=O)c1cc(Cl)ccc1Cl)NCCN1C(=O)CSC1=O	-2%	10	3%[46.1 µM]	0%	-6%	24%	7%	4%	-1%	5%	-3%
COc1ccc(C2=NOC(Cn3nc(C(=O)NCc4cccc(Br)c4)cc3-c3ccccc3)C2)cc1 (stereo not drawn)	-6%	-5	3%	5%	.	-7%	?	-3%	-3%	7%	-1%
Cc1ccc(-c2nc3ncccc3o2)cc1NC(=S)NC(=O)c1ccco1	-1%	6	1%	1%	-3%	9%	11%	2%	1%	5%	8%
CC/C(=C(/CC)c1ccc(O)cc1)c1ccc(O)cc1	-5%	-22	2%	-1%	-2%	.	?	-2%	-1%	1%	?
CC(=O)N(c1ccccc1)C1SC(=O)N(c2ccccc2)C1=O (stereo not drawn)	-20%	-4	.	-2%	-3%	13%	-18%	7%	-3%	-24%	1%
O=C1CCCN1C(=O)CCC(=O)N1CCCC1=O	11%	3	9%	-1%[15.4 µM]	-2%	28%	3%	1%	-6%	-1%	1%
Cc1cc([N+](=O)[O-])nn1CCCC(=O)NCc1ccccc1	7%	13	0%[46.1 µM]	1%	-4%	18%	9%	13%	-3%	1%	-3%
C/C(=N/O)c1ccc2c(c1)OCCOCCOc1cc(/C(C)=N/O)ccc1OCCOCCO2	11%	0	-9%[46.1 µM]	2%	-2%	-21%	?	-1%	1%	-4%	-1%
COc1ccc(CN2C(=O)CCC2(C)C(=O)NC2CCCCCC2)cc1 (stereo not drawn)	-3%	-1	-2%	-5%	2%	14%	-1%	1%	-6%	2%	7%
COC(=O)c1ccc(CSc2nc3sc(C)c(C)c3c(=O)[nH]2)cc1	-13%	9	-3%	5%	7%	?	12%	0%	2%	-14%	?
CC1CCN(C(=O)c2[nH]cnc2C(=O)Nc2ccon2)CC1	6%	-3	1%	-1%	-3%	28%	21%	-2%	-1%	-4%	0%
CC1(C)C(=O)CC[C@]2(C)C3C(=O)C=C4[C@H]5C[C@@](C)(C(=O)O)CC[C@]5(C)CC[C@]4(C)[C@]3(C)CC[C@@H]12 (stereo partly drawn)	45%	4	-7%	13%	3%	-9%	27%	1%	-14%	-3%	-11%
COc1ccc(C(CCN2CCN(c3ccccc3)CC2)c2c(O)cc(OC)cc2OC)cc1 (stereo not drawn)	-6%	1	-3%	7%	-39%[inhibitor]	0%	3%	0%	.	4%	?
Cc1cc2oc(=O)cc(CN3CCN(C/C=C/c4ccccc4)CC3)c2cc1O	-3%	22	.	-17%	2%	.	?	.	.	2%	?
CCN(C(=O)COC(=O)CCC(=O)c1cccs1)c1c(N)n(Cc2ccccc2)c(=O)[nH]c1=O	3%	6	2%	11%	-5%	-1%	-2%	5%	1%	-7%	7%
